Compound activity: PubChem BioAssay, several laboratories
LYP phosphatase = inhibitors of LYP phosphatase, biochemical, fluorescence intensity, uHTS (AID 1779). Tyrosine-protein phosphatase non-receptor type 22 (Homo sapiens). hit rate 0.054% among 290,000. one-dose inhibition, % at 11.5 µM; IC50 in µM for titrated hits. recombinant LYP phosphatase, fluorescence intensity; higher % means a stronger effect; in the data active = inhibition above about 50%;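 also: plate controls were vehicle with enzyme for no effect and no enzyme for full effect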
HIV peptide binding = inhibitors of HIV fusion peptide binding, primary screen, biochemical, uHTS, fluorescence dequenching (AID 1986); hit rate 0.3% among 290,000; one-dose inhibition, % at 20 µM; IC50 in µM for titrated hits; cell-free peptide binding, fluorescence dequenching, 30 min; higher % means a stronger effect; in the data active = inhibition mostly above about 52%, no sharp cut-off; inactive = mostly below about 76%; also: some results filed as inactive read as strong as hits
Large T inhibition = SV40 large T antigen inhibitors, biochemical (AID 1903); SV40 large T antigen ATPase/helicase inhibition assay; higher % means a stronger effect; inhibition, % at 20 µM; hits with a dose series show IC50 in µM; hit rate 0.39% among 310,000; in the data active = a potency from the dose series; inconclusive = inhibition mostly from about 32% at the one dose, without a potency; inactive = the rest, 99 in 100 with inhibition below about 32%; also: strong numbers were not always called active
Dengue-2 NS5 capping = Dengue-2 NS5 methyltransferase inhibitors, primary screen, biochemical, confirmation dose response (AID 588689). Genome polyprotein (Dengue virus type 2 (strain 16681-PDK53)). Dengue-2 NS5 methyltransferase capping enzyme assay, biochemical; higher % means a stronger effect. one-dose inhibition, % at 25 µM; IC50 in µM for titrated hits. hit rate 0.3% among 340,000; in the data active = a potency from the dose series; inconclusive = inhibition above about 29% without an active follow-up result
XIAP antagonists = XIAP antagonists, biochemical, IAP family, fluorescence polarization (AID 1018). E3 ubiquitin-protein ligase XIAP (Homo sapiens). XIAP BIR domain, fluorescence polarization peptide displacement; higher % means a stronger effect. displacement, % at 20 µM, or IC50 in µM where a hit was titrated. hit rate 0.007% among 200,000; in the data active = displacement above about 50%; also: a part of the inactive calls stands beside numbers as strong as those of hits
SIAH1 antagonists = Siah-1 peptide-binding antagonists, primary screen, biochemical, fluorescence polarization, rhodamine-plectin, uHTS (AID 1817). Siah-1 / rhodamine-plectin peptide fluorescence polarization; higher % means a stronger effect. E3 ubiquitin-protein ligase SIAH1 (Homo sapiens). hit rate 0.02% among 290,000. displacement, % at 20 µM; hits with a dose series show IC50 in µM;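 active = displacement of at least 50% at 20 µM, with a fluorescence ratio check between 0.3 and a set limit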;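 also: plate controls were Siah plus tracer with DMSO for no effect and tracer alone without Siah for full effect; strong numbers were not always called active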
RSV antiviral HEp-2 = RSV antiviral activity via CPE protection, HEp-2 cells, primary 10 µM value included (AID 2391). CPE inhibition, % at 10 µM, or IC50 in µM where a hit was titrated. HEp-2 cells, RSV-induced CPE inhibition; higher % means a stronger effect. hit rate 0.13% among 310,000; in the data active = a potency from the dose series; inconclusive = CPE inhibition mostly from about 23% at the one dose, without a potency; inactive = the rest, 99 in 100 with CPE inhibition below about 21%; also: strong numbers were not always called active
MgcRacGAP inhibition = MgcRacGAP GTPase-activating activity inhibitors, confirmation, biochemical, ADP Hunter fluorescence. MgcRacGAP-stimulated Rac1 GTP hydrolysis, ADP Hunter fluorescence; higher % means a stronger effect; GST-tagged Rac1 F28L mutant substrate. inhibition, % at 30 µM; hits with a dose series show IC50 in µM. hit rate 0.6% among 340,000;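 active = first-screen hits whose inhibition reached a set limit at any dose in the follow-up dose series; inconclusive = inhibition above the set first-screen limit but never retested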;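 also: fluorescence reports GDP produced by GAP-driven GTP hydrolysis; strong numbers were not always called active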
AID2073 = inhibitors of Mint1-CaV2.2 protein interaction, biochemical, HTRF (AID 2073) | inhibition, % at 20 µM, or IC50 in µM where a hit was titrated | hit rate 0.19% among 290,000 | Voltage-dependent N-type calcium channel subunit alpha-1B (Homo sapiens) | HTRF protein-protein interaction, Mint1-CaV2.2; higher % means a stronger effect; in the data active = inhibition mostly above about 51%, no sharp cut-off; inconclusive = no clear call, values can overlap the other calls; inactive = mostly below about 53%; also: some results filed as inactive read as strong as hits
Dengue-2 NS5 capping pilot replicate = also measured in Dengue-2 NS5 capping; calls as there; inhibition, %; measured here: pilot screen replicate inhibition
An asterisk follows results filed as active; ? = inconclusive; nt = no result given.

SMILES	LYP phosphatase	HIV peptide binding	Large T inhibition	Dengue-2 NS5 capping	XIAP antagonists	SIAH1 antagonists	RSV antiviral HEp-2	MgcRacGAP inhibition	AID2073	others
COc1ccc(CCCC(=O)Nc2ccc(F)cc2)cc1	-6%	0.3%	4%	0%	-9.7%	-4%	4.1%	7%	-3%
O=C(N/N=C/c1cnc(N2CCCCC2)s1)c1ccc(C(F)(F)F)cc1	-6%	0.6%	-1%	-2%	-3.7%	-2%	-2.7%	7%	20%
COc1ccc(S(=O)(=O)Nc2ccccc2C(=O)N2CCCC2)cc1C	1%	-0.5%	8%	4%	nt	-4%	1.4%	0%	5%
CC(=O)Nc1ccc(NC2CCCCC2NS(=O)(=O)c2ccc(Cl)cc2)cc1 (configuration not stated)	-16%	-1.1%	35%	-8%	nt	7%	16%	5%	4%
Cc1ccc(CNC(=O)C(=O)NCC2OCCN2S(=O)(=O)c2ccc3c(c2)OCCO3)cc1 (configuration not stated)	-6%	0.9%	4%	-1%	-6.3%	8%	1.0%	2%	-4%
CN(Cc1ccccc1C#N)S(=O)(=O)c1cccs1	-6%	-1.6%	-1%	0%	nt	-1%	2.3%	3%	0%
C=CCn1c(SCC(=O)Nc2ccc3c(c2)OCO3)nnc1-c1ccccc1	-6%	-1.8%	3%	1%	-3.6%	0%	-0.2%	6%	9%
Cc1ccc(Cl)cc1NC(=S)N(Cc1cccnc1)Cc1ccccc1Cl	0%	-0.8%	2%	-4%	-3.5%	-3%	2.8%	2%	7%
O=C(Nc1ccc(S(=O)(=O)N2CCCC2)cc1)Nc1ccc(F)cc1F	-2%	3.0%	15%	-11%	nt	2%	0.8%	9%	11%
CCOc1ccc(/C=C2/SC(=S)N(n3c(C)ccc3C)C2=O)cc1	3%	2.9%	2%	-6%	-4.9%	0%	?	11%	-6%
O=C(COc1ccccc1C(=O)c1cnn(-c2ccccc2)c1)Nc1ccccc1	-2%	3.0%	13%	7%	-4.1%	3%	2.5%	15%	-5%
CCOc1ccccc1N1CCN(C(=O)c2ccc(OCC(=O)N3CCOCC3)c(OC)c2)CC1	-16%	-0.7%	9%	1%	nt	7%	3.4%	9%	1%
O=[N+]([O-])c1cccc2ccc(/C=C/c3cccc(Br)c3)nc12	-5%	-2.6%	14%	0%	-4.2%	8%	12%	5%	-2%
COc1cccc(NC(=O)Nc2nnc(CC(=O)NCc3ccccc3)s2)c1	-2%	1.4%	14%	-5%	nt	-2%	-0.3%	11%	6%
C=CCc1cc(C=O)cc(OC)c1OCc1ccc(C(=O)O)cc1	5%	5.9%	24%	-6%	-6.5%	18%	1.2%	6%	2%
CSc1nsc(SC)c1NC(=O)OCCc1ccccn1	4%	-0.3%	4%	0%	-3.6%	-1%	3.3%	3%	16%
CCN(CC)c1ccc(NC(=O)CCNS(=O)(=O)c2ccc3c(c2)CCC(=O)N3)c(C)c1	-13%	-1.7%	43µM*	6%	nt	3%	2.9%	?	-24%
Nc1ccc(/C=C/c2ccc3ncccc3c2)cc1	6%	-1.5%	7%	-9%	nt	-5%	?	23%	12%
O=C1CC(NC(=O)C(F)(F)F)c2cc3c(cc21)OCO3 (configuration not stated)	-2%	-0.8%	6%	0%	-8.4%	-4%	1.1%	-5%	-5%
Cc1ccc(NC(=O)C(=O)c2cn(CC(=O)N3CCCCC3)c3ccccc23)cc1	0%	0.5%	10%	-4%	-15%	-3%	3.9%	4%	21%
Cc1ccc(NC(=O)C2OCCc3ccccc32)cc1 (configuration not stated)	-1%	1.0%	-6%	-11%	-6.4%	-4%	1.7%	13%	8%
CC(C)(C)c1ccc(CS(=O)CC(O)CO)cc1 (configuration not stated)	-4%	-0.1%	5%	-8%	-3.9%	6%	2.1%	1%	0%
Cc1csc(=NC(=O)c2ccccc2)n1CCO	-8%	1.2%	-1%	-2%	-4.8%	2%	0.5%	11%	2%
CCOc1cc2[nH]c(=S)n(Cc3ccc(C(=O)NCC(OC)OC)cc3)c(=O)c2cc1OCC	0%	1.5%	1%	-8%	-5.6%	-3%	1.3%	9%	-14%	Dengue-2 NS5 capping pilot replicate=-1.5
COc1ccc(S(=O)(=O)CCC(=O)N2CCN(c3ccc([N+](=O)[O-])cc3)CC2)cc1	-6%	-0.8%	14%	2%	nt	-2%	7.0%	7%	?
CCn1c(COc2ccc3c(c2)OCO3)nnc1SCC(=O)c1ccccc1	1%	-1.2%	2%	-3%	1.6%	-8%	-2.2%	11%	-14%
CC(C)OCCCNC(=S)N1CCC(C(=O)c2ccc3c(c2)OCCO3)CC1	0%	0.2%	4%	-12%	1.3%	0%	6.5%	9%	-29%
Cc1cc(C)nc(NS(=O)(=O)c2ccc(NC(=O)Cc3ccccc3F)cc2)n1	-2%	2.0%	8%	-3%	nt	1%	2.3%	8%	-4%
Cc1cc(C)nc(N/N=C/c2c(CO)cnc(C)c2O)n1	-9%	1.6%	7%	-7%	nt	2%	2.8%	12%	?
CC(=O)Nc1ccc(N(C(=O)CNC(=O)c2ccco2)C(C(=O)NCc2ccco2)c2ccccc2)cc1 (configuration not stated)	-4%	-1.3%	1%	0%	nt	1%	1.6%	10%	10%

Compounds from the list above containing a nitro group on carbon:
SMILES	LYP phosphatase	HIV peptide binding	Large T inhibition	Dengue-2 NS5 capping	XIAP antagonists	SIAH1 antagonists	RSV antiviral HEp-2	MgcRacGAP inhibition	AID2073	others
O=[N+]([O-])c1cccc2ccc(/C=C/c3cccc(Br)c3)nc12	-5%	-2.6%	14%	0%	-4.2%	8%	12%	5%	-2%
COc1ccc(S(=O)(=O)CCC(=O)N2CCN(c3ccc([N+](=O)[O-])cc3)CC2)cc1	-6%	-0.8%	14%	2%	nt	-2%	7.0%	7%	?

Additional entries:
SMILES	LYP phosphatase	HIV peptide binding	Large T inhibition	Dengue-2 NS5 capping	XIAP antagonists	SIAH1 antagonists	RSV antiviral HEp-2	MgcRacGAP inhibition	AID2073	others
CCOc1ccc(NC(=O)C2CC(=O)N(c3cc(C)cc(C)c3)C2)cc1 (configuration not stated)	-2%	-2.0%	2%	1%	-5.0%	4%	3.5%	4%	9%
Cc1nnc(NC(=O)CSc2nc(C(C)C)nc3sc(C)c(C)c23)s1	4%	0.5%	4%	-4%	-4.1%	0%	nt	0%	?
CCOc1cc(CNCCCN2CCOCC2)ccc1OCC(=O)NC(C)(C)C	-8%	-0.8%	15%	-1%	-2.8%	-1%	-1.2%	-7%	6%
OC1CCCN(Cc2cccc3ccccc23)C1 (configuration not stated)	-3%	4.3%	1%	-6%	-1.2%	1%	-1.6%	7%	-3%
N#CC1(Cc2ccccc2)c2ccccc2C=CN1C(=O)c1ccccc1 (configuration not stated)	-5%	-1.8%	-4%	-5%	-1.7%	-2%	3.2%	8%	32%
CCOc1ccc2nc(N3CCCC(C(=O)NC4CCCC4)C3)sc2c1 (configuration not stated)	-5%	-2.5%	2%	-1%	nt	-3%	3.9%	8%	7%
CCN(CC)CC(O)Cn1c(-c2ccccc2Cl)nc2ccccc21 (configuration not stated)	-12%	-1.3%	10%	nt	nt	0%	nt	nt	1%
COc1ccc(C[C@H]2CN3C(=NC[C@@H]3C)N2CCNC(=O)CCC2CCCCC2)cc1	-5%	0.6%	5%	-2%	-0.2%	18%	-0.9%	-6%	4%
O=C(CN1CCN(c2nc(-c3ccc(Cl)cc3)cs2)CC1)NCc1ccco1	2%	1.0%	-1%	-6%	-15%	-2%	9.4%	11%	9%
CC(=O)SCC[N+](C)(C)C	0%	1.1%	15%	2%	nt	2%	1.7%	0%	21%
O=C1N=C2SCCN2/C1=C\c1ccc(Cl)cc1	0%	3.7%	14%	-5%	-3.4%	-4%	6.5%	11%	11%
CC(C)CCN1CCN(Cc2cccc(C(F)(F)F)c2)CC1CCO (configuration not stated)	-5%	-1.7%	16%	4%	4.7%	0%	-2.5%	12%	7%
Cc1cccc(-n2ncc3c(N(C)C4CCCCC4)ncnc32)c1	-1%	-0.8%	nt	-3%	nt	6%	6.2%	1%	1%
CCOC(=O)[C@H]1[C@H]2COc3ccc(Br)cc3[C@@H]2N2C(=O)c3ccc(Cl)cc3NC(=O)[C@@]12C	nt	nt	15%	3%	nt	nt	5.8%	3%	nt
Cc1cc(C)c(S(=O)(=O)NC(CC(=O)O)c2cccc([N+](=O)[O-])c2)c(C)c1 (configuration not stated)	1%	2.7%	7%	1%	-4.0%	0%	0.1%	5%	8%
CC(C)(C)C(=O)NC1CC2CCCC(C1)N2C(=O)Nc1ccc(Cl)cc1 (configuration not stated)	-9%	-2.3%	7%	nt	nt	4%	3.5%	11%	6%
CCOc1ccc(CNc2nc3ccccc3n2CCN2CCOCC2)cc1	-6%	0.3%	-28%	-8%	-4.5%	5%	2.6%	0%	3%
COC(C[C@H]1O[C@H]1[C@H](O)COCc1ccccc1)OC	-10%	-1.3%	nt	5%	nt	1%	nt	2%	7%
O=C(CSCc1cccc(Br)c1)N=Nc1c(O)[nH]c2ccccc12	-5%	-1.4%	-2%	-4%	-1.1%	0%	?	12%	-6%
COc1ccc(CN(Cc2cccn2C)S(=O)(=O)c2cccc(C(F)(F)F)c2)cc1	2%	-0.7%	7%	nt	nt	-1%	?	nt	0%
COc1ccccc1CC(=O)N1CCN(c2ccccc2)CC1	-10%	0.5%	10%	-7%	nt	-2%	4.2%	2%	5%
CCCCCCNC(=O)c1cccc(-c2ccc(C)c3ccccc23)n1	6%	-2.9%	5%	-7%	-5.6%	-3%	19%	7%	-1%
COc1ccc(CCNC(=O)C(=O)NCCOc2ccccc2Cl)cc1OC	3%	-0.2%	-1%	-7%	1.4%	0%	-0.3%	7%	-1%
CC(C)(C)C(=O)Nc1ccc(Cc2ccncc2)cc1	nt	nt	12%	6%	nt	nt	0.0%	9%	nt
Cc1ccccc1C1CC(c2cccs2)=NN1S(C)(=O)=O (configuration not stated)	-2%	-1.3%	0%	-3%	-47%	3%	0.6%	3%	6%
S=C(NCc1ccccc1)NCc1ccc2c(c1)OCO2	-5%	-2.3%	3%	6%	-6.0%	0%	0.9%	10%	-8%
O=C(CCN1C(=O)/C(=C/c2cccs2)SC1=S)Nc1cccc(C(=O)O)c1	-3%	45%	9%	-17%	nt	-5%	0.0%	3%	8%
COC(=O)c1nnn(-c2nonc2N)c1CSCCO	-11%	0.7%	12%	-2%	-1.6%	-6%	1.3%	6%	-6%
CCCC1(c2ccccc2)NC(=O)N(CC(=O)Nc2cc(C)on2)C1=O (configuration not stated)	-6%	-0.5%	9%	-10%	3.2%	-4%	0.1%	9%	-6%
COc1ccc(-c2csc(-c3ccc(O)cc3)n2)cc1	0%	-1.1%	21%	3%	nt	-4%	-0.2%	28%	-1%
